# High-throughput results deposited in PubChem by National Center for Advancing Translational Sciences (NCATS).
# DRD3 agonist = qHTS of D3 Dopamine Receptor Agonist: qHTS; D(3) dopamine receptor (Homo sapiens), P35462; D3R DiscoveRx beta-arrestin cells, luminescence, 90 min; max activation, %; hit rate 0.58% among 410,000; in the data active = max activation above about 30%; also: 0% is about no effect; mostly tested at two doses, the higher about 12 µM
#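 Agonist mode: compounds and dopamine controls were applied to plated cells for 90 min at 37 degrees C after an overnight attachment at 1500 cells/well. Luminescent read-out followed 30 - 60 minutes at room temperature with DiscoveRx detection reagent.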
# WRN helicase inh = qHTS for Inhibitors of WRN Helicase | AID 651768, 2012 | hit rate 0.46% among 360,000 | WRN helicase unwinding, fluorescent forked duplex, kinetic | Potency, µM (titrated, usually from 114 µM), inactives show at the highest dose activity change, negative = inhibition, actives largely listed as inhibitors; also: potency is read from the fitted curve at half-maximal effect; % is scaled to controls: 0 for no effect and ±100 for the full control effect; nearly all actives have a fitted effect of over 55% in size
#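 Fluorescence dequenching readout, ex 525 nm/em 598 nm, kinetic mode: forked duplex DNA (100 nM final) with adjacent fluorophore and quencher unwound by WRN (20 nM final) with 2 mM ATP. Compound preincubation 15 min, room temperature.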
# HEK293 tox = qHTS of GLP-1 Receptor Inverse Agonists: Cytotox Screen; Potency, µM (doses to about 38.3 µM), without a hit: at the top dose activity change, negative = inhibition, most hits filed as inhibitors; hit rate 0.13% among 410,000; HEK293 cAMP-luciferase reporter cells, luminescence, 24 h;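 also: loss of luciferase light is scored as toxicity; potency is read from the fitted curve at half-maximal effect; % is scaled to controls: 0 for no effect and ±100 for the full control effect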
#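 Cells in DMEM/10% Nu serum/1% pen-strep, 1536-well format. Pre-incubated 12 h, dosed with 23 nL compound, incubated a further 24 h. Luciferase detection, 12 min at room temp, luminescence.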
# PLK1 PBD block = qHTS for Inhibitors of PLK1-PDB (polo-like kinase 1 - polo-box domain): Primary Screen. Potency, µM, inactives show max response, negative = inhibition, most hits filed as inhibitors. hit rate 2.8% among 360,000. Serine/threonine-protein kinase PLK1 (Homo sapiens), P53350. Plk1 PBD binding of FITC phosphopeptide, fluorescence polarization; also: potency is read from the fitted curve at half-maximal effect; series mostly up to about 57 µM; % is scaled to controls: 0 for no effect and ±100 for the full control effect; nearly all actives have a fitted effect of over 65% in size
# PI5P4K alpha inh = qHTS for Inhibitors of phosphatidylinositol 5-phosphate 4-kinase (PI5P4K). AID 652105, 2013. max response, %. hit rate 1.2% among 330,000. PI5P4Kalpha enzyme, ADP-Glo luminescence, 60 min; active compounds read low. Phosphatidylinositol 5-phosphate 4-kinase type-2 alpha (Homo sapiens), P48426; active = max response of -50% or lower; inconclusive = between -30% and -50%; inactive = -30% or higher; also: value at the top dose of about 77 µM; % is scaled to controls: 0 for no effect and ±100 for the full control effect
# Target sequence (P48426 whole entry, looked up): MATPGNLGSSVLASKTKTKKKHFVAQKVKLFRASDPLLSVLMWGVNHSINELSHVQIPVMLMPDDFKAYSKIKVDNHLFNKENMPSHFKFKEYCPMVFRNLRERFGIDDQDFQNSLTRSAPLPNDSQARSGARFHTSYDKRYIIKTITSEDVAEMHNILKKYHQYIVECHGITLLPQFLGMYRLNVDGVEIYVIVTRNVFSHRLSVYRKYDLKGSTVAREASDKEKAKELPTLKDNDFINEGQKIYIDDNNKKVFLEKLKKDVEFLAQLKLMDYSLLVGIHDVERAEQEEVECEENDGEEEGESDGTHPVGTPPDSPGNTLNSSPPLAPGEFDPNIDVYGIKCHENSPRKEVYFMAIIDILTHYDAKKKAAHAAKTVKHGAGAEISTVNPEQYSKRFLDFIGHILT
#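 Human PI5P4Kalpha with substrate in 0.038 M HEPES pH 7.4, 0.28 mM EGTA, 0.1% CHAPS, 5% DMSO; reaction started with 5 microM ATP (final), 60 min at room temperature. ADP formed read by ADP-Glo luminescence.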
# GLP-1R agonist = qHTS of GLP-1 Receptor Agonists | hit rate 0.007% among 380,000 | HEK293 GLP-1R CRE-luciferase, luminescence, 4-6 h; cells express a hypersensitive GLP-1R form | AID 624172, 2012 | Glucagon-like peptide 1 receptor (Homo sapiens), P43220 | Potency, µM (highest dose often 45.6 µM), for inactives: at the top dose activation, actives largely listed as activators; also: potency is read from the fitted curve at half-maximal effect; % of control where 0% means no effect
# Target sequence (P43220 whole entry, looked up): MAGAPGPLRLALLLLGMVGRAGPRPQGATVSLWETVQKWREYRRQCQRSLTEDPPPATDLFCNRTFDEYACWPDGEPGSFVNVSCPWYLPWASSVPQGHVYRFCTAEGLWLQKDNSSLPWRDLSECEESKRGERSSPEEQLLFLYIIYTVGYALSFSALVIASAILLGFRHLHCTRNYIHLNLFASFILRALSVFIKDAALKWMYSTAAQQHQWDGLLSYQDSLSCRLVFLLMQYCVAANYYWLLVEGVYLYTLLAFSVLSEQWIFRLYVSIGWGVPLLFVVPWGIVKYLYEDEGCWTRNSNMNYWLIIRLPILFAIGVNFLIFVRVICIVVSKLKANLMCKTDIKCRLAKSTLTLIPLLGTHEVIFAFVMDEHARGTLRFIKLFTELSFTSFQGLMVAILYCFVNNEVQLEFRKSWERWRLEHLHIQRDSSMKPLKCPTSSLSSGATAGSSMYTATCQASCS
# IL2 activator = qHTS of IL-2 Activators; hit rate 0.065% among 360,000; AID 652025, 2013; IL-2 activation reporter assay, cell-based qHTS; stimulated with anti-CD3/CD4/CD28 beads; in transgenic mouse T cells; activation, % (series mostly up to about 46 µM); in the data active = activation above about 50%; inconclusive = mostly about 30% to 49%; also: 0% is about no effect
#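 Unstimulated transgenic mouse T cells; 60-min compound exposure; bead-based TCR/CD4/CD28 stimulation; 18 h culture, 37 degrees C; dual fluorescence (EGFP, DsRed) plate cytometry.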
# GLP1R inv ag = qHTS of GLP-1 Receptor Inverse Agonists (Inhibition Mode). hit rate 1.6% among 410,000. HEK293 GLP-1R CRE-luciferase, luminescence, 24 h; GLP-1R form is constitutively active. Potency, µM (highest dose often 38.3 µM), for the others: at the highest dose activity change, negative = inhibition, hits mostly inhibitors. AID 624417, 2012; also: potency is read from the fitted curve at half-maximal effect; % is scaled to controls: 0 for no effect and ±100 for the full control effect; nearly all actives have a fitted effect of over 55% in size
#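 qHTS in 1536-well format: reporter HEK293 cells expressing constitutive GLP-1R activity in DMEM + 10% Nu serum, 24 hr with compounds at 37 deg C, luminescence read after 12 min with detection reagent.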
# D3 antag = qHTS of D3 Dopamine Receptor Antagonist: qHTS; D3R cells, DiscoveRx beta-arrestin luminescence, antagonist mode; active compounds read low; max response, negative = inhibition, %; hit rate 2.5% among 360,000; AID 652054, 2013; in the data active = max response below about -50%; inconclusive = no clear call, values can overlap the other calls; also: % is scaled to controls: 0 for no effect and ±100 for the full control effect; mostly tested at two doses, the higher about 12 µM
#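 Cells expressing the human receptor were seeded at 1500 cells/well, incubated overnight at 37 degrees C in 5% CO2, then exposed to library compounds with dopamine controls for 90 minutes at 37 degrees C before luminescent detection.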
# * = called active by the depositor; ? = inconclusive; / = no result given. Unless noted, calls follow the shape of the dose curve; as a rule, active = well fitted curve in the direction sought with a large enough effect; inconclusive = small, poorly fitted or top-dose-only effect, or another doubt; inactive = no such curve, though single readings can be large; an effect the other way counts as inactive or inconclusive.
SMILES,DRD3 agonist,WRN helicase inh,HEK293 tox,PLK1 PBD block,PI5P4K alpha inh,GLP-1R agonist,IL2 activator,GLP1R inv ag,D3 antag
Cc1ccc(-c2nnc(NC3CCCCC3)c3ccccc23)cc1S(=O)(=O)N1CCN(C)CC1,-24,-10%,?,-1%,/,3%,-1.7,?,?
CCOC(=O)N1CCN(C(=O)c2cccc(S(=O)(=O)Nc3ccc(OC)cc3)c2)CC1,2,-5%,2%,-1%,-8,19%,-4.9,13%,13
CCN(CC)CCCNc1nc2ccccc2c2[nH]c3ccc(OC)cc3c12,-8,25µM*,?,3%,-7,-13%,-8.2,?,0
O=C1CCC(/C=C/c2ccccc2)=NN1Cc1ccccc1,1,1%,10%,-7%,1,11%,-1.7,?,-13
COc1ccc(C(=O)Nn2c(SCc3cccc([N+](=O)[O-])c3)nc3ccccc3c2=O)cc1,-1,-15%,5%,1%,-8,-17%,-3.0,5.6µM*,-16
CCC1CCCCN1CCNC(=O)c1[nH]c(C)c(C(C)=O)c1C (stereo not drawn),-2,3%,-12%,-4%,-2,-5%,-2.2,9%,9
COc1cc(/C=C/C(=O)OCC(=O)N2CCCc3ccccc32)ccc1O,-2,-18%,0%,0%,-4,4%,1.0,-13%,-5
OC(Cc1cccnc1)(c1ccccc1)c1ccccc1,5,5%,-7%,3%,0,16%,-2.7,-6%,9
Fc1cc(NC(=S)NCc2ccc(CNC(=S)Nc3ccc(Cl)c(F)c3)cc2)ccc1Cl,-7,-5%,-22%,-13%,-1,-3%,4.3,?,13
COc1ccccc1NC(=O)c1cc[n+]([O-])cc1,3,-2%,-11%,-4%,-1,-3%,-0.5,1%,-11
O=C(Nc1ncc(Cl)cn1)c1cccs1,8,-4%,-8%,-1%,0,-10%,-0.5,2%,-5
COc1cccc(CNC(C)C(=O)Nc2ccc3c(c2)OCCO3)c1 (stereo not drawn),-7,-2%,6%,-11%,2,11%,0.6,10%,-7
CSCCC(NC(=O)/C(=C/c1ccco1)NC(=O)c1ccc(Br)o1)C(=O)O (stereo not drawn),0,-7%,2%,-6%,6,-6%,0.9,-9%,34
N=c1c(C(=O)NC2CCCCC2)cc2c(=O)n3ccccc3nc2n1Cc1cccnc1,-10,-2%,-19%,-3%,2,12%,2.7,5%,-18
O=C(c1cc(COc2ccc(F)cc2F)on1)N1CC[C@@H]2CCCC[C@H]2C1,-4,-33%,1%,-1%,15,18%,-2.4,?,3
COC(=O)C1=C(CSc2nnnn2C)NC(=O)NC1c1cc(C)ccc1C (stereo not drawn),-4,-8%,-18%,-8%,-2,-13%,0.2,-32%,-23
CCc1noc(C)c1C(=O)NNC(=O)c1cc(OC)cc(OC)c1,2,2%,3%,3%,0,1%,0.3,5%,0
Cc1ccc(/C=C/S(=O)(=O)NCC(=O)OCC(=O)Nc2c(F)cccc2F)cc1,-10,-3%,8%,-13%,1,2%,-3.9,18%,-1
COc1ccc(NC(=O)NNC(=O)COc2ccc3cc(Br)ccc3c2)cc1,1,-2%,0%,0%,-5,-1%,1.4,3%,-13
COc1ccc(S(=O)(=O)N2CCOCC2)cc1NC(=O)CCNC(=O)c1ccc([N+](=O)[O-])cc1,1,3%,0%,-12%,2,0%,0.7,?,-22
O=C(NC1CCCCC1)N1CCc2ccccc21,0,2%,-11%,?,0,1%,-0.5,?,14
O=C(CNC(=O)c1ccccc1)OCC(=O)c1ccc(Cl)s1,1,0%,9%,-2%,2,-2%,1.0,-8%,-2
CC(C)[C@H]1COC(NC2=N[C@@H](C(C)C)CO2)=N1,8,0%,1%,1%,8,-2%,-0.5,16%,9
CCCc1nc(SCC(=O)N2CCCC2)c2ccccc2n1,2,1%,-61%,-2%,6,6%,1.1,?,21
C=CCOC(=O)C1=C(C)NC(SC)=C(C#N)C1c1cccs1 (stereo not drawn),0,-9%,?,-9%,1,7%,-1.6,?,0
O=C(COC(=O)C1CCN(C(=O)c2ccc(Cl)cc2)CC1)NC1CCS(=O)(=O)C1 (stereo not drawn),2,-11%,15%,2%,4,-3%,0.5,3%,2
CCOc1cccc(CN2CCN(CCCc3ccccc3)C(CCO)C2)c1O (stereo not drawn),-23,-1%,-3%,-8%,-1,6%,-0.1,?,-12
Cc1ccc(S(=O)(=O)Nc2ccnc(-c3cccnc3)n2)cc1,-5,-4%,12%,-7%,1,0%,-2.6,5%,-12
CCCC(=O)N(c1ccc2oc3c(c2c1)CCCC3)S(=O)(=O)c1cc(C)ccc1C,-4,/,11%,/,/,-9%,/,16%,/
COc1cc(CNCc2ccccn2)ccc1OCC(N)=O,2,-9%,11%,-1%,/,-2%,2.5,-2%,-17
COc1ccccc1CC(=O)Nc1nc(-c2ccc(F)c(F)c2)cs1,22,-20%,-33%,-1%,3,14%,-2.0,?,11
CCCN(C(=O)COC(=O)CCOc1ccccc1C)c1c(N)n(Cc2ccccc2)c(=O)[nH]c1=O,0,12%,0%,0%,-3,-2%,-1.4,-20%,-12
CNC(=O)c1csc(-c2ccc(C)cc2)n1,-8,14%,-2%,-4%,/,4%,-2.4,0%,15
S=C(NCc1ccccc1)N1CCn2cccc2C1c1cccnc1 (stereo not drawn),-4,-5%,-6%,-10%,3,10%,1.1,-26%,-2
O=C(COc1ccccc1)NCCS(=O)(=O)N1CCN(c2ccccc2)CC1,4,-9%,-3%,-1%,-6,0%,-4.2,?,-15
Cc1ccc2[nH]cc(CCNS(=O)(=O)c3ccc(F)cc3)c2c1,0,2%,-4%,5%,1,-2%,0.0,-23%,-8
C=CCn1c(CNS(=O)(=O)c2ccc(Br)cc2)nnc1SC,-7,8%,13%,1%,1,1%,-2.6,-8%,-2
COc1cc(C(CC(=O)Nc2ccc(C)cn2)N2Cc3ccccc3C2=O)cc(OC)c1OC (stereo not drawn),0,6%,-1%,7%,-7,1%,-0.8,4%,-17
NS(=O)(=O)c1ccc(CCNC(=O)CN2C(=O)c3ccccc3S2(=O)=O)cc1,-16,-13%,-2%,-5%,6,-2%,2.2,-3%,4
CC(C)CNC(=O)C(=O)NCC1OCCN1S(=O)(=O)c1cccs1 (stereo not drawn),-4,1%,4%,0%,-4,5%,-0.3,4%,-9
Cn1cc(S(=O)(=O)N2CCN(c3ccccc3F)CC2)c(=O)n(C)c1=O,-2,10%,3%,0%,-2,-1%,-1.5,5%,-20
N#Cc1cc2c(=O)n3ccccc3nc2n(-c2ccccc2Cl)c1=O,-1,-16%,/,-13%,0,-4%,0.8,-5%,4
Cc1nnc(SCc2ccccc2C#N)n1-c1ccccc1,0,7%,-21%,?,-7,-3%,-0.6,-27%,0
NS(=O)(=O)c1ccc(CNS(=O)(=O)c2cccc3nonc23)cc1,9,-2%,?,2%,2,2%,0.4,4%,-4
CC1(c2ccc(Cl)cc2)NC(=O)N(CC(=O)NCCC2=CCCCC2)C1=O (stereo not drawn),-8,-3%,5%,3%,0,2%,3.5,-21%,6
CC(=O)NC1C(=O)N(CCc2ccccc2)c2ccccc21 (stereo not drawn),-3,-5%,-15%,-4%,0,1%,-4.2,1%,1
CCOC(=O)C(C)NC(=O)CCc1nnc2ccc(N3CCC(C)CC3)nn12 (stereo not drawn),-2,6%,6%,4%,-1,4%,0.5,3%,19
CN(C)C(=O)c1ccc(NC(=O)c2cccnc2)cc1,-5,-1%,-2%,-7%,0,-6%,0.0,1%,-10

# A second format for eleven compounds above:
mol	DRD3 agonist	WRN helicase inh	HEK293 tox	PLK1 PBD block	PI5P4K alpha inh	GLP-1R agonist	IL2 activator	GLP1R inv ag	D3 antag
COc1cc(C(CC(=O)Nc2ccc(C)cn2)N2Cc3ccccc3C2=O)cc(OC)c1OC (stereo not drawn)	0	6%	-1%	7%	-7	1%	-0.8	4%	-17
NS(=O)(=O)c1ccc(CCNC(=O)CN2C(=O)c3ccccc3S2(=O)=O)cc1	-16	-13%	-2%	-5%	6	-2%	2.2	-3%	4
CC(C)CNC(=O)C(=O)NCC1OCCN1S(=O)(=O)c1cccs1 (stereo not drawn)	-4	1%	4%	0%	-4	5%	-0.3	4%	-9
Cn1cc(S(=O)(=O)N2CCN(c3ccccc3F)CC2)c(=O)n(C)c1=O	-2	10%	3%	0%	-2	-1%	-1.5	5%	-20
N#Cc1cc2c(=O)n3ccccc3nc2n(-c2ccccc2Cl)c1=O	-1	-16%	/	-13%	0	-4%	0.8	-5%	4
Cc1nnc(SCc2ccccc2C#N)n1-c1ccccc1	0	7%	-21%	?	-7	-3%	-0.6	-27%	0
NS(=O)(=O)c1ccc(CNS(=O)(=O)c2cccc3nonc23)cc1	9	-2%	?	2%	2	2%	0.4	4%	-4
CC1(c2ccc(Cl)cc2)NC(=O)N(CC(=O)NCCC2=CCCCC2)C1=O (stereo not drawn)	-8	-3%	5%	3%	0	2%	3.5	-21%	6
CC(=O)NC1C(=O)N(CCc2ccccc2)c2ccccc21 (stereo not drawn)	-3	-5%	-15%	-4%	0	1%	-4.2	1%	1
CCOC(=O)C(C)NC(=O)CCc1nnc2ccc(N3CCC(C)CC3)nn12 (stereo not drawn)	-2	6%	6%	4%	-1	4%	0.5	3%	19
CN(C)C(=O)c1ccc(NC(=O)c2cccnc2)cc1	-5	-1%	-2%	-7%	0	-6%	0.0	1%	-10
